High-throughput results (PubChem)
RGS4 inhibitor: blocks human RGS4-accelerated GTP hydrolysis; Potency, µM (doses to about 114 µM), for inactives: at the top dose activity change, negative = inhibition, usual class: inhibitors; AID 504845; hit rate 0.039% among 390,000; Transcreener GDP fluorescence polarization, RGS4-accelerated GTP hydrolysis; further: on the % scale 0 is the no-effect control and ±100 the full control effect; nearly all actives have a fitted effect of over 75% in size; some results filed as inactive show a strong effect at the top dose
Target sequence (P49798 whole entry, looked up): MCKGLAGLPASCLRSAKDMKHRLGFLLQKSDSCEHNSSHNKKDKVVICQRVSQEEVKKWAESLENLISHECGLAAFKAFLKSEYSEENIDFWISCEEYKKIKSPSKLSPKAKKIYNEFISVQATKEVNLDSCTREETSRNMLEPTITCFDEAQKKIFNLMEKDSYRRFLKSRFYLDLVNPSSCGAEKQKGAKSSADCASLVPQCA
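MLSMR compounds (23 nl, pin-transferred) preincubated 10 min at room temperature with a 500nM (2x) first reagent, then RGS4 at 900nM (2x) plus Transcreener GDP mix added; fluorescence polarization (620/688 nm) read before and after 90 min at 30 °C.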
RXFP1 agonist: agonists of human relaxin receptor RXFP1 | hit rate 0.3% among 370,000 | Q9HBX9 | Potency, µM (doses to about 57.5 µM), without a hit: top-dose activation, usual class: activators | HEK293T-RXFP1 cAMP TR-FRET, 30 min; response scale: percent of porcine relaxin response, buffer zero; further: on the % scale 0 is the no-effect control and ±100 the full control effect; nearly all actives have a fitted effect of over 60% in size; many of its hits are not listed in these tables
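HEK293 cells stably expressing RXFP1, treated 30 min at 37C with compounds plus PDE4 inhibitor Ro 20174; cAMP measured by HTRF TR-FRET. Normalized to buffer and 29 nM porcine relaxin; EC50 by Hill fit.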
Vif-APOBEC3G blk: inhibitors of Vif-APOBEC3G interaction; HeLa A3G-eYFP + Vif (tagged APOBEC3G with the HIV-1 protein that degrades it), YFP fluorescence, overnight; Q9HC16; hit rate 0.076% among 410,000; Potency, µM (titrated, usually from 46.1 µM), without a hit: at the top dose activity, negative = active, hits mostly inhibitors; AID 602310;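 further: on the % scale 0 is the no-effect control and ±100 the full control effect; nearly all actives have a fitted effect of over 60% in size; hits raise eYFP signal because A3G escapes Vif-driven loss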
Target sequence (Q9HC16 whole entry, looked up): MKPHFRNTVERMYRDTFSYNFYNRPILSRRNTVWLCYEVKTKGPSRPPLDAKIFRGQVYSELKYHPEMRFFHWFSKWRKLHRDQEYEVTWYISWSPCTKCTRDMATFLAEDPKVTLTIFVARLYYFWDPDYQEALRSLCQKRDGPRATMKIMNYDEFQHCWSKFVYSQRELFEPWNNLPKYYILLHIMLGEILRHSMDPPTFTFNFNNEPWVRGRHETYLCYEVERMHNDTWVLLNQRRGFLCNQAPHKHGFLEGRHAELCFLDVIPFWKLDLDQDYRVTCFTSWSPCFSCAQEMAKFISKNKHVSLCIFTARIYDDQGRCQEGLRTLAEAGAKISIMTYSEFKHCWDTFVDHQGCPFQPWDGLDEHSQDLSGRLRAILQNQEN
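HeLa cells stably expressing Vif and C-terminally eYFP-tagged A3G, seeded overnight at 37 deg C, then exposed to compound by pintool overnight at 37 deg C. Rise in yellow fluorescence (Ex 488/Em 500-530, Acumen) marks blocked Vif-driven A3G degradation.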
12-LOX inh: inhibitors of human 12S-lipoxygenase ALOX12; P18054; purified 12hLO, xylenol orange hydroperoxide absorbance; Potency, µM (titrated, usually from 108 µM), inactives show at the highest dose activity change, negative = inhibition, actives largely listed as inhibitors; hit rate 1.1% among 580,000; AID 1671190; further: on the % scale 0 is the no-effect control and ±100 the full control effect
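Hydroperoxide product was detected by ferrous iron/xylenol orange as the 573 to 405 nm absorbance ratio. Arachidonic acid at 40 uM (final) was turned over for 30 min at room temperature by 150 nM human 12hLO, pH 7.0 Hepes buffer, after 15 min compound preincubation.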
Vif-A3F inh: Vif-A3F binding inhibition | HeLa A3F-eYFP + Vif (tagged APOBEC3F with the HIV-1 protein that degrades it), YFP fluorescence increase | Potency, µM (highest dose often 46.1 µM), for the others: top-dose activity, negative = active | hit rate 0.2% among 390,000 | AID 602313; further: % of control where 0% means no effect; nearly all actives have a fitted effect of over 65% in size
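HeLa cells stably expressing Vif plus C-terminally eYFP-tagged A3F were seeded, incubated overnight at 37 deg C, dosed with compound, incubated overnight again at 37 deg C. Yellow fluorescence (Ex 488/Em 500-530) reported blocked Vif-mediated A3F-eYFP degradation.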
mIDH1 inhibitor: blocks human mutant IDH1 R132H enzyme. O75874. IDH1-R132H enzyme, NADPH consumption, diaphorase/resazurin fluorescence. Potency, µM (highest dose often 76.6 µM), for the others: at the highest dose activity change, negative = inhibition, most hits filed as inhibitors. hit rate 0.093% among 390,000; further: on the % scale 0 is the no-effect control and ±100 the full control effect; nearly all actives have a fitted effect of over 65% in size
Target sequence (O75874 whole entry R132H, stated change not applied): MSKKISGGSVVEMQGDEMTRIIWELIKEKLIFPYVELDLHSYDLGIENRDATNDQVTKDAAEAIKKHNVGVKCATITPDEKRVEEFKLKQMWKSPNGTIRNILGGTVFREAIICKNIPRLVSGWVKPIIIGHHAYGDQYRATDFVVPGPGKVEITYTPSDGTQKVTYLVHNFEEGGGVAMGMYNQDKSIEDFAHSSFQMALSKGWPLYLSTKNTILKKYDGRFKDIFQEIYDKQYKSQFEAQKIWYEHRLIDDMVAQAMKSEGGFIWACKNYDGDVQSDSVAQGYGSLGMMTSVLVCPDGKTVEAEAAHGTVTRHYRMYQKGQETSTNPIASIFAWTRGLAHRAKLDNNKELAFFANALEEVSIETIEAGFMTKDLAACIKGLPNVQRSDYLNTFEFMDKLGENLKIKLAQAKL
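IDH1-R132H (0.5 ug/mL) preincubated 30 min with compound, then NADPH (0.016 mM) and alpha-KG (2 mM) added; 80 min at RT, pH 7.5. Remaining NADPH coupled via diaphorase/resazurin to fluorescence (540/590 nm); concentration-response curves normalized to no-enzyme control.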
rTrxR1 inhibitor: inhibitors of rat thioredoxin reductase 1. hit rate 1% among 390,000. AID 588453. O89049. Potency, µM (top dose mostly 114 µM), for the others: at the top dose activity change, negative = inhibition, actives largely listed as inhibitors. recombinant rTrxR1, NADPH fluorescence consumption, selenite substrate; further: on the % scale 0 is the no-effect control and ±100 the full control effect; nearly all actives have a fitted effect of over 65% in size
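Rat TrxR1 (90 nM in the dispensed reagent) was pre-reduced with 400 uM NADPH for 5 min at room temperature, then incubated with compound for 15 min. After 400 uM selenite was added, NADPH fluorescence (Ex 340/Em 450 nm) was followed for 8 min.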
USP1-UAF1 inh: USP1/UAF1 (human) deubiquitinase inhibition; recombinant USP1/UAF1, Ub-Rhodamine cleavage fluorescence; hit rate 0.23% among 390,000; AID 743255; Potency, µM (doses to about 57.1 µM), inactives show at the highest dose activity change, negative = inhibition, actives largely listed as inhibitors; O94782; further: on the % scale 0 is the no-effect control and ±100 the full control effect; nearly all actives have a fitted effect of over 60% in size; inactives centre near -12
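USP1/UAF1 complex at 1 nM was preincubated with compound for 15 min at room temperature, then Ub-Rho substrate (150nM final) was added. Fluorescence (480/540 nm) was read kinetically, 6 reads every 60 seconds.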
TrxR1 substrate: is turned over as a substrate by rat TrxR1; purified TrxR1 substrate turnover, NADPH consumption readout; Potency, µM (series often up to 114 µM), inactives show at the highest dose activity change, negative = substrate turnover; hit rate 0.01% among 390,000; AID 588456; further: on the % scale 0 is the no-effect control and ±100 the full control effect; nearly all actives have a fitted effect of over 50% in size
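Rat TrxR1, dispensed at 90 nM, was prereduced with 400 uM NADPH (final) for 5 min at ~22 deg C, then incubated with compound 15 min before 400 uM selenite. A first-read NADPH fluorescence drop versus no-compound background flagged substrates.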
Starred values were filed as active, the others as inactive; u = inconclusive; x = not tested or not shown; [ ] = dose if it differs, or a comment. The call rests on the fitted dose curve; in most records, active means well fitted curve in the direction sought with a large enough effect; inconclusive means small, poorly fitted or top-dose-only effect, or another doubt; inactive means no such curve, though single readings can be large; an effect the other way counts as inactive or inconclusive. Potency means the concentration at half of the fitted maximal effect. A portion of the library; rates above refer to the full screens.

SMILES | RGS4 inhibitor | RXFP1 agonist | Vif-APOBEC3G blk | 12-LOX inh | Vif-A3F inh | mIDH1 inhibitor | rTrxR1 inhibitor | USP1-UAF1 inh | TrxR1 substrate
COCCn1cc(-c2csc(N)n2)c2ccccc21 | u | -0.6% | -9% | u | -5% | 14% | -1% | u | 0%
CCN(CC(=O)Nc1ccccc1C(F)(F)F)C(=O)CCOc1ccc(C)cc1 | -7% | 0.7% | -3% | -3% | 4% | 17% | 26% | -9% | 4%
O=C(CCNS(=O)(=O)c1cccs1)Nc1nccs1 | 11%[11.4 µM] | 2.2% | -8% | 6% | -4% | 0% | -7%[57.1 µM] | 0% | -11%
COc1ccccc1-c1nc(C#N)c(N2CCC(Cc3ccccc3)CC2)o1 | 9% | 1.0% | -1% | 411%[activator] | -2% | 0% | 48%[activator] | -7% | 180%[activator]
CC(=O)N(CCC1(C(C)C)CCOC(C)(C)C1)Cc1ccco1 (stereo not drawn) | -11% | -1.3% | 2% | -2% | -14% | -4% | -17%[57.1 µM] | -14% | 0%[57.1 µM]
N=c1oc2cc(O)ccc2cc1C(=O)Nc1ccc(F)cc1 | -10% | 1.0% | -4% | -2% | 7% | -6% | u | -20% | 172%[activator]
CNCc1ccccc1Sc1ccc(OC)cc1 | 6% | -0.3% | -3% | 81%[activator] | -10% | 0% | -12%[57.1 µM] | -2% | -8%
CC1(C)Cc2ccccc2-c2nnc(SCc3ccc(C#N)cc3)n21 | -17% | 0.1% | 4% | -12% | -4% | 10% | 4% | -16% | -6%
COc1cc(NC(=S)NCc2ccc(S(N)(=O)=O)cc2)c(OC)cc1Cl | -19% | 2.0% | -6% | u | -18% | 1% | -19% | -12% | -7%
Clc1ccc(CNC2CCN(Cc3ccccc3)CC2)cc1 | -13% | -0.2% | 0% | 8.9µM* | -1% | 7% | 20% | -9% | 1%
Cc1cccc2sc(N(CCN3CCOCC3)C(=O)CCS(=O)(=O)c3ccccc3)nc12 | -3% | 0.1% | -14% | -28% | -9% | 2% | u | -6% | 1%
CSCc1c(C(=O)NC2CCCc3ccccc32)oc2ccccc12 (stereo not drawn) | 8% | -0.1% | 1% | u | 7% | 3% | -9% | -17% | -5%
Nc1nc(SCC(=O)NCc2ccco2)[nH]c(=O)c1-c1ccccc1 | -1% | 1.0% | -1% | 13% | 0% | 0% | -12% | 0% | -6%
COc1cccc(S(=O)(=O)NCc2ccc(C(=O)NCC3CCCO3)cc2)c1 (stereo not drawn) | -16% | 0.7% | 1% | -22% | -14% | -1% | 14% | -15% | 10%
O=C(Nc1noc2ccccc12)c1ccc(F)cc1 | -13% | -2.2% | x | -23% | x | x | 17% | -37% | 3%
Cc1ccc(S(=O)(=O)N2CCN(C(=O)N(C)C)CC2)cc1 | 6% | 0.8% | -1% | -6% | -7% | 5% | 10% | 0% | -4%
CC1CCC(N2CCN(c3ncccn3)CC2)C1 (stereo not drawn) | 25% | -1.0% | 0% | u | -14% | 3% | 3% | -6% | 0%
CCC(C)NS(=O)(=O)c1ccc(NC(=O)C2CCCO2)cc1 (stereo not drawn) | -50% | 2.4% | 0% | u | 7% | -2% | 19%[57.1 µM] | -16% | 7%[57.1 µM]
COc1ccc(Cl)cc1NC(=O)CSc1nc2c([nH]c3ccccc32)c(=O)n1-c1ccccc1 | 15% | 0.2% | u | -12% | u | 0% | 12%[57.1 µM] | -16% | 0%[57.1 µM]
Cn1nnnc1SCc1nc2scc(-c3ccc(Cl)cc3)c2c(=O)[nH]1 | -3%[11.4 µM] | 4.1% | -21% | u | 22µM* | 2% | 23% | -9% | 10%

12-LOX inh: entries above that show a hit
mol | RGS4 inhibitor | 12-LOX inh | rTrxR1 inhibitor | USP1-UAF1 inh | TrxR1 substrate
Clc1ccc(CNC2CCN(Cc3ccccc3)CC2)cc1 | -13% | 8.9µM* | 20% | -9% | 1%

Remaining list, next part.
SMILES | RGS4 inhibitor | RXFP1 agonist | Vif-APOBEC3G blk | 12-LOX inh | Vif-A3F inh | mIDH1 inhibitor | rTrxR1 inhibitor | USP1-UAF1 inh | TrxR1 substrate
CCN(CC)S(=O)(=O)c1cc(C)ccc1SC | -6% | 0.1% | -2% | 0% | 9% | 3% | -5% | -2% | -9%
OCC1(Cc2ccc(F)cc2F)CCCN(CCCc2ccccc2)C1 (stereo not drawn) | 23% | 0.1% | 2% | 4% | -21% | 10% | 22% | -19% | 4%
COc1cc(C)ccc1OCCCOc1c(Cl)cccc1Cl | 19% | 1.0% | -7% | 0% | 0% | 5% | -4% | -7% | -4%
CC(Sc1nccn1C)C(=O)NC1(C#N)CCCCC1 (stereo not drawn) | 27% | -1.1% | 4% | 14% | 9% | 0% | 19% | -14% | -3%
Cc1ccc(NC(=O)CC2NCCNC2=O)cc1 (stereo not drawn) | 9% | 0.9% | 0% | -3% | -5% | 2% | 10%[57.1 µM] | -15% | 4%
O=C(Nc1ccncc1)c1ccc(Cl)c(S(=O)(=O)N2CCCCC2)c1 | -52% | -0.5% | 6% | x | 4% | -9% | 9% | -9% | 5%
COc1ccc(CNC(=O)CCc2nnc3ccc(N4CCC5(CC4)OCCO5)nn23)cc1 | 7% | u | 0% | -3% | -6% | 3% | 30% | -16% | 9%
COc1ccc(-n2cc(C(=O)NC(C)c3ccccc3)c3ccccc3c2=O)cc1 (stereo not drawn) | -4% | -0.2% | -11% | -5% | -2% | -11% | -4% | 8% | -3%
N#Cc1ccc(C(=O)OCC(=O)N2CCCCCC2)cc1 | 13% | 1.6% | 1% | -26% | 0% | -1% | 2%[57.1 µM] | -2% | -1%[57.1 µM]
CCn1nc(C)cc1Nc1ccccc1 | -36% | -0.1% | -3% | -6% | -8% | 0% | 1% | -5% | -4%
CN(C)c1ccc(NC(=O)c2cnsn2)cc1 | -3% | 2.5% | 4% | -4% | 8% | 19% | 3%[57.1 µM] | 1% | -15%
COc1ccc(Cc2nnc(NS(C)(=O)=O)s2)cc1 | 2% | 4.1% | -4% | 12% | 0% | 6% | 10% | -15% | 0%
Cc1cc(NC(=O)CN2CCOCC2)n(-c2nc3ccccc3s2)n1 | -3% | 7.4% | -1% | -1% | 3% | 3% | 4% | -23% | 4%
COc1ccc(-n2nc(C(=O)NCc3ccc(F)cc3Cl)c3c4ccccc4n(C)c3c2=O)cc1Cl | 13% | 5.7% | 3% | -8% | 2% | 4% | 24% | 0% | 2%
O=c1onc(-c2cccs2)n1Cc1ccccc1 | -13% | 2.0% | -3% | 0% | 5% | 5% | 1%[57.1 µM] | -11% | 3%[57.1 µM]
Cc1ccc(CNc2c(C=O)c(=O)[nH]c3ccccc23)cc1 | 0% | 0.2% | -2% | -4% | 12% | 0% | 9%[57.1 µM] | -14% | 1%[57.1 µM]
O=C1CCCCc2cc(O)c(O)cc21 | x | x | 1% | u | -3% | -6% | x | -20% | x
Cc1cc(C(F)F)n2ncc(C(=O)N3CCCCC3)c2n1 | 8% | 1.5% | -1% | u | -1% | 0% | 6%[57.1 µM] | -21% | -7%
CN(Cc1cnn(C)c1)C(=O)c1cc(COc2c(F)cccc2F)on1 | -37% | -1.0% | -1% | -2% | -4% | 14% | 3%[57.1 µM] | -2% | 7%[57.1 µM]
Cc1ccc(S(=O)(=O)Nc2cccc(-c3ccc(N4CCCCCC4)nn3)c2)cc1 | 11% | 1.3% | 1% | -5% | 6% | -7% | 27% | -23% | -2%
COc1ccc(-n2ccnc2)cc1 | 6% | 0.4% | 0% | -9% | 1% | -9% | 18% | -4% | 2%
COc1cccc(NC(=O)Cn2cnc3c(nc4n3CCCCC4)c2=O)c1 | 8% | 19% | 1% | -10% | -7% | -4% | 10% | -16% | -3%

Single values from the entries so far.
CN(Cc1cnn(C)c1)C(=O)c1cc(COc2c(F)cccc2F)on1 – 12-LOX inh = -2%
OCC1(Cc2ccc(F)cc2F)CCCN(CCCc2ccccc2)C1 (stereo not drawn) – mIDH1 inhibitor = 10%
O=C1CCCCc2cc(O)c(O)cc21 – Vif-A3F inh = -3%
N#Cc1ccc(C(=O)OCC(=O)N2CCCCCC2)cc1 – mIDH1 inhibitor = -1%
O=c1onc(-c2cccs2)n1Cc1ccccc1 – RGS4 inhibitor = -13%
COc1ccc(-n2nc(C(=O)NCc3ccc(F)cc3Cl)c3c4ccccc4n(C)c3c2=O)cc1Cl – TrxR1 substrate = 2%
Cc1ccc(S(=O)(=O)Nc2cccc(-c3ccc(N4CCCCCC4)nn3)c2)cc1 – USP1-UAF1 inh = -23%
